LYP inhibition: PTPN22 lymphoid phosphatase activity blockers – biochemical, fluorescence intensity, uHTS (AID 1779); hit rate 0.054% among 290,000; inhibition, % at 11.5 µM; hits with a dose series show IC50 in µM; recombinant LYP phosphatase, fluorescence intensity; higher % means a stronger effect; in the data active means inhibition above about 50%;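 further: plate controls were vehicle with enzyme for no effect and no enzyme for full effect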
Myeloid diff 2: compounds promoting myeloid differentiation | ER-HoxA9 myeloid progenitors, lysozyme-GFP differentiation, flow cytometry | calls only at 10 µM | hit rate 1% among 360,000 | AID 624256;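 active means normalized GFP-positive differentiation at or above the plate's own cutoff, the solvent-only control mean plus 3 SD; inconclusive means no clear call, values can overlap the other calls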;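 further: cells exposed to compound for four days before flow analysis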
Myeloid diff 2 GFP+ MAC1+ %: further read-out of Myeloid diff 2, marked with its call; GFP+ MAC1+ double positive, %; measured here: differentiation confirmed by MAC1 staining
* hit, by the source's call; i = inactive; ? = inconclusive; · = not tested or not shown. The list is partial, so the mix of outcomes need not match the whole.

Results follow in this order: LYP inhibition, Myeloid diff 2, Myeloid diff 2 GFP+ MAC1+ %
COc1ccc(CN2CCN(c3ccccc3OC)CC2)c(OC)c1
    -7.7%, i, 0.4
CC(C)(C)NC(=O)C(c1ccc(F)cc1)N(C(=O)CCC(=O)Nc1ccccn1)C1CCCC1 (configuration not stated)
    -12.6%, i, 0.8
O=C(NCCCc1ccccc1)c1cc(COc2ccc(F)cc2Cl)on1
    -4.9%, i, 0.6
Cc1cc(OC(C)C(=O)NCC2CCC(C(=O)O)CC2)c2c(C)cc(=O)oc2c1 (configuration not stated)
    -12.8%, i, 2.5
O=C(/C=C/c1cccnc1)c1ccc(F)c(F)c1
    -9.9%, i, 0.4
COC(=O)c1ccc(CN2C(=O)NC(Cc3c[nH]c4ccccc34)C2=O)cc1 (configuration not stated)
    -4.2%, i, 4.0
COc1ccc(CN2CCC(Cc3ccccc3)CC2)c(C)c1C
    -8.0%, i, 0.3
Cc1ccc(-c2nnc(NC3CCCC3)s2)cc1
    -4.9%, i, 0.4
Cc1ccc(NC(=O)NCCN2CCN(C(=O)Nc3ccc(C)cc3)CC2)cc1
    -6.3%, i, 0.3
COc1ccc(-c2cc(=O)oc3cc(OC(C)C(=O)NCC4CCC(C(=O)O)CC4)ccc23)cc1 (configuration not stated)
    -9.3%, i, 3.1
COc1cccc(C(=O)NNC(=O)C(=O)Nc2ccc(OC)cc2OC)c1
    -5.2%, i, 2.3
O=C(Nc1c2c(nn1-c1ccccc1)CS(=O)(=O)C2)c1cccs1
    -5.9%, i, 0.8
CSc1cccc(NS(=O)(=O)c2cc(Br)cnc2N)c1
    -14.6%, i, 1.1
COc1ccc(S(=O)(=O)Cc2ccc(C(=O)NC3CCC(C)CC3)o2)cc1 (configuration not stated)
    -6.9%, i, 5.0
O=C(NCc1ccncc1)C(=O)NCC1OCCN1S(=O)(=O)c1ccc(Br)cc1 (configuration not stated)
    -3.2%, i, 1.4
OCCN(Cc1ccccc1)c1ncnc2sccc12
    -8.6%, i, 1.6
COc1cccc(CN(C(=O)c2ccccc2)C2CCS(=O)(=O)C2)c1 (configuration not stated)
    -5.0%, ?, ·
CCOc1ccc(CNC(=O)Cn2ccc3cc(S(=O)(=O)N4CCCC4)ccc32)cc1
    -7.7%, i, 0.5
COc1ccccc1NC(=O)Cn1cnc2c(oc3nc4c(cc32)CCCC4)c1=O
    -8.4%, i, 0.5
CC(=O)Nc1ccc(C(=O)Nc2ccc(S(=O)(=O)N3CCOCC3)cc2)cc1
    -5.0%, i, 0.6
Cc1ccc(O)c(Nc2c3ccccc3nc3ccccc23)c1
    -4.0%, i, 0.4
CC1CCCCN1CCCNc1ccc(C(CC(N)=O)NC(=O)Cc2ccc(Cl)cc2)cc1[N+](=O)[O-] (configuration not stated)
    -11.5%, i, 1.6
Cc1ccc(S(=O)(=O)NC(=O)Nc2cccc([N+](=O)[O-])c2)cc1
    -5.2%, i, 0.3
COC(=O)c1ccc(NC(=O)c2ccc(NS(=O)(=O)c3cccc4cccnc34)cc2)cc1
    0.7%, i, 0.5
CCCc1cc(C(=O)NC2CCCN(Cc3ccccc3F)C2)no1 (configuration not stated)
    -1.5%, i, 2.1
NS(=O)(=O)c1ccc(CCNC(=O)c2ccccc2-c2ccccc2)cc1
    -11.3%, i, 0.9
COCCN(CCOC)C(=O)CN1C(=O)NC2(CCCc3sccc32)C1=O (configuration not stated)
    -5.6%, i, 0.7
OC(COc1ccc(F)cc1Cl)CN1CCC(Cc2ccccc2)CC1 (configuration not stated)
    -5.7%, i, 1.9
CC(NC(=O)Cc1ccsc1)c1ccc(F)cc1 (configuration not stated)
    -8.3%, i, 0.7
COC(=O)c1ccccc1-n1c(CCC(=O)O)ccc1-c1ccccc1
    -5.9%, i, 0.5
COc1cccc(NC(=O)Nc2ccc3c(c2)OCO3)c1
    -5.9%, i, 0.6
CCn1ncc(Cl)c1C(=O)Nc1ccc2c(c1)CCC2
    -5.5%, i, 0.8
O=C(O)CC(c1ccc(F)cc1F)N1Cc2ccccc2C1=O (configuration not stated)
    -8.7%, i, 0.1
COc1cccc(CN(C)C(=O)CNC(=O)c2ccc3c(c2)OCO3)c1OC
    -20.7%, i, 3.4
Cc1ccccc1Cn1c2ccccc2c2cnn(CC(=O)NCCCN3CCN(C)CC3)c(=O)c21
    -4.9%, i, 9.2
O=C(N/N=C/c1ccc(O)c(Br)c1)c1cc2c(ccc3ccccc32)o1
    -3.6%, ?, ·
O=C(O)c1cc(O)ccc1NC(=O)C(c1ccccc1)c1ccccc1
    -2.5%, i, 0.7
CCOc1cc(/C=N/NC(=O)C2CCCC2)ccc1OC(C)C
    -7.5%, i, 1.1
CC(C)(Cc1ccc(O)cc1)NC(=O)SCc1ccccc1
    1.3%, i, 0.1
Cc1ccc(S(=O)(=O)c2cc3c(=O)n4cccc(C)c4nc3n(Cc3ccncc3)c2=N)cc1
    -16.0%, i, 0.6
CCC(C(=O)NCCCN1CCCC1=O)n1c2ccccc2c2nc(=O)cc(C)n21 (configuration not stated)
    -10.3%, i, 1.1
Cc1ccc(-n2nc3c(=O)n(C(C)C(=O)NCCc4cccs4)nc(C)c3c2C)cc1 (configuration not stated)
    -3.6%, i, 0.0
Cc1c(NC(=O)COC(=O)CCc2c[nH]c3ccccc23)c(=O)n(-c2ccccc2)n1C
    -7.3%, i, 1.2
Cc1ccc(NC(=O)CCN2CCN(C)CC2)cc1
    -8.0%, i, 0.5
N#Cc1ccc(C(=O)OCC(=O)N2CCOCC2)cc1
    -13.7%, i, 1.0
CCCCOc1nc2ccccc2nc1NS(=O)(=O)c1ccc(F)cc1
    1.4%, i, 0.5
O=C(c1cc(-c2ccccc2)nc2ccccc12)N1CCCC1
    -8.5%, i, 1.2
CN1CCN(C(=O)c2cc(Br)cn2C)CC1
    -6.0%, i, 0.7
O=C(Nc1ccc(Br)cc1)c1cccc(N2C(=O)C3CCCCC3C2=O)c1 (configuration not stated)
    -5.1%, i, 0.1
O=C(Oc1cccc(C(=S)N2CCOCC2)c1)c1ccccc1
    -3.1%, i, 0.7
Cc1cc(C)c(NC(=O)CS(=O)CC(=O)N2CCN(c3cccc(C)c3C)CC2)c(C)c1 (configuration not stated)
    -3.8%, i, 1.2
COc1ccc(C(CNCC(O)COc2c(C)ccc(C)c2C)N(C)C)cc1 (configuration not stated)
    -9.9%, i, 1.3
O=[N+]([O-])c1ccccc1S(=O)(=O)N1CCCc2ccccc21
    -8.1%, i, 0.4
CC(C)C[C@H](NC(=O)c1nc[nH]c1C(=O)N[C@@H](CCCCNC(=O)OC(C)(C)C)C(=O)OC(C)(C)C)C(=O)OCc1ccccc1
    0.9%, i, 0.5
COc1ccccc1C(=O)Nc1cc(-c2ccc(C)cc2)no1
    4.6%, i, 0.2
O=C(NCCc1nccs1)C1CCC(=O)N(Cc2cccc(C(F)(F)F)c2)C1 (configuration not stated)
    -8.0%, i, 0.0
Cc1ccc2c(c1)N(CCCC(=O)Nc1cccc(C(F)(F)F)c1)C(=O)CO2
    -5.0%, i, 2.2
COc1cccc(C(=O)C2CCCN(C(=O)c3ccccc3Cl)C2)c1 (configuration not stated)
    -11.2%, i, 1.4
Cc1c(C)c2ccc(OC(C)C(=O)N3C[C@H]4C[C@@H](C3)c3cccc(=O)n3C4)c(C)c2oc1=O (some centres not stated)
    -4.6%, i, 2.9
COc1ccccc1-c1noc(CCC(=O)NC2CCCC2)n1
    -2.0%, i, 0.8

Additional structures
Results follow in this order: LYP inhibition, Myeloid diff 2, Myeloid diff 2 GFP+ MAC1+ %
NNC(=O)c1ccc(COc2ccc(Br)cc2)o1
    -1.3%, i, 3.5
CC(=O)c1ccc(NC(=O)c2ccccc2-c2ccccc2C(=O)O)cc1
    -3.7%, i, 0.7
O=C(NCCNC(=O)c1ccc(Br)o1)c1cccnc1
    -8.6%, i, 1.6
COc1ccc(S(=O)(=O)NCCC(=O)Nc2ccc(C)cc2)cc1
    -7.5%, i, 2.0
Cc1cccc(C(=O)OCC(=O)Nc2ccc(F)cc2)c1
    -6.9%, i, 0.6
COc1ccc(NC(=O)COc2ccccc2C(=O)NCC(c2ccccc2)N(C)C)cc1Cl (configuration not stated)
    -5.4%, i, 0.4
O=C(Nc1ncccc1Cl)c1cc2ccccc2o1
    -7.4%, i, 0.6
O=C(O)c1cc(NS(=O)(=O)c2ccc3ccccc3c2)ccc1O
    -5.2%, i, 0.4
O=C(NCC(c1ccc(F)cc1)N1CCOCC1)c1c(F)cccc1F (configuration not stated)
    -8.4%, i, 0.4
COc1cccc(/C=N/NC(=O)c2nnn(-c3nonc3N)c2C(C)C)c1OCc1ccc(F)cc1
    -2.2%, i, 0.7
Cc1cc(Oc2cc(NN3CCCCC3)c([N+](=O)[O-])cc2[N+](=O)[O-])c(C(=O)c2ccccc2)cc1Cl
    -8.0%, i, 1.4
N#C/C(=C\c1ccccc1Cl)C(=O)Nc1ccccn1
    1.6%, i, 1.0
O=C(CN1C(=O)c2ccccc2C1=O)NC1CCCCC1
    -11.1%, i, 0.0
CCCc1cc(=O)oc2cc(OCC(=O)N3C[C@H]4C[C@@H](C3)c3cccc(=O)n3C4)c(Cl)cc12
    -2.1%, i, 1.9
N#Cc1cccc(NC(=O)c2cncn2-c2ccccc2)c1
    -11.3%, i, 0.8
COCC1CCN(C(=O)CCc2nnc(C3(c4ccc(Cl)cc4)CCC3)o2)C1 (configuration not stated)
    -4.2%, i, 1.0
O=C(CN1C(=O)/C(=C\c2ccco2)SC1=S)Nc1ccc(O)cc1C(=O)O
    -5.3%, i, 2.9
Cc1ccnc(OC(C(=O)O)C(OCc2ccccc2)(c2ccccc2)c2ccc(C(F)(F)F)cc2)n1 (configuration not stated)
    -2.0%, i, 0.3
CC(=O)c1cn(CC(=O)Nc2ccccc2F)c2ccccc12
    -6.7%, i, 0.3
COCC1CCCN(C(=O)c2ccc3oc(Cc4ccc(Cl)cc4)nc3c2)C1 (configuration not stated)
    -9.1%, i, 0.0
CCCOc1cccc(C(=O)NCCCNC(=O)c2cccnc2)c1
    -1.2%, i, 1.3
O=C(NC(=S)Nn1cnnc1)c1ccc(F)cc1Cl
    -11.9%, i, 0.2
COc1cc(Cl)ccc1OCc1cc(C(=O)NCCCN2CCCC2=O)no1
    -9.1%, i, 4.4
CCOc1ccc(S(=O)(=O)N2CCC(C(=O)N3CCCCCC3)CC2)cc1Cl
    -7.7%, i, 2.2
CCc1ccc(CNC(=O)C2CCCN(c3nnc(C)c4c(C)n(-c5ccccc5)nc34)C2)cc1 (configuration not stated)
    1.3%, i, 0.7
COc1cccc(Cn2cnc3c(sc4nc(C)cc(C)c43)c2=O)c1
    -6.7%, i, 0.2
COc1ccc(C(=O)N2CCN(S(=O)(=O)c3ccc(C)cc3)CC2)cc1S(=O)(=O)N1CCOCC1
    -6.2%, i, 0.5
CCc1ccc(NC(=O)C(C)Sc2nc(-c3ccco3)c(C#N)c(=O)[nH]2)cc1 (configuration not stated)
    -5.2%, i, 1.0
COc1cc(C(=O)Nc2cccc(NC(=O)c3ccccc3)c2)cc(OC)c1OC
    -10.4%, i, 0.8
COc1ccc(C(=O)Nc2ccccc2C(=O)Nc2cccc(C)n2)cc1
    -9.3%, i, 0.4
Cc1cc(C(=O)N/N=C/c2cccc3ccccc23)c(C)o1
    -4.9%, i, 4.3
CCOc1ccc(-c2nonc2NC(=O)c2ccco2)cc1OCC
    -9.3%, i, 3.4
COc1cccc(NC(=O)Cn2c(=O)n(CCC(=O)NC3CCN(Cc4ccccc4)CC3)c(=O)c3ccccc32)c1
    -4.8%, i, 0.2
CCOc1ccc(OCC)c(NC(=O)C2CCN(c3cnccn3)CC2)c1
    -3.4%, i, 0.7
Cc1ccc(-c2c(C(=O)N/N=C/c3ccoc3)nnn2-c2nonc2N)cc1
    -7.5%, i, 2.4

Rewritten in markdown: entries from further up.
| Structure | LYP inhibition | Myeloid diff 2 | Myeloid diff 2 GFP+ MAC1+ % |
| --- | --- | --- | --- |
| CCc1ccc(CNC(=O)C2CCCN(c3nnc(C)c4c(C)n(-c5ccccc5)nc34)C2)cc1 (configuration not stated) | 1.3% | i | 0.7 |
| COc1cccc(Cn2cnc3c(sc4nc(C)cc(C)c43)c2=O)c1 | -6.7% | i | 0.2 |
| COc1ccc(C(=O)N2CCN(S(=O)(=O)c3ccc(C)cc3)CC2)cc1S(=O)(=O)N1CCOCC1 | -6.2% | i | 0.5 |
| CCc1ccc(NC(=O)C(C)Sc2nc(-c3ccco3)c(C#N)c(=O)[nH]2)cc1 (configuration not stated) | -5.2% | i | 1.0 |
| COc1cc(C(=O)Nc2cccc(NC(=O)c3ccccc3)c2)cc(OC)c1OC | -10.4% | i | 0.8 |
| COc1ccc(C(=O)Nc2ccccc2C(=O)Nc2cccc(C)n2)cc1 | -9.3% | i | 0.4 |
| Cc1cc(C(=O)N/N=C/c2cccc3ccccc23)c(C)o1 | -4.9% | i | 4.3 |
| CCOc1ccc(-c2nonc2NC(=O)c2ccco2)cc1OCC | -9.3% | i | 3.4 |
| COc1cccc(NC(=O)Cn2c(=O)n(CCC(=O)NC3CCN(Cc4ccccc4)CC3)c(=O)c3ccccc32)c1 | -4.8% | i | 0.2 |
| CCOc1ccc(OCC)c(NC(=O)C2CCN(c3cnccn3)CC2)c1 | -3.4% | i | 0.7 |
| Cc1ccc(-c2c(C(=O)N/N=C/c3ccoc3)nnn2-c2nonc2N)cc1 | -7.5% | i | 2.4 |

From PubChem
